HCV core dimer = HCV core protein dimerization inhibition. 0.33% of 300,000 active. AID 1899. inhibition, % at 5 µM. TR-FRET GST/Flag-core106 dimerization, 1536-well;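 active means inhibition above the mean of all tested compounds plus 3 SD, set per screening campaign, cut at about 45% in these data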
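Assay system – GST-tagged and Flag-tagged HCV core protein residues 1-106 · Quantity – core106 proteins, GST 13.5 nM and Flag 17 nM · Benchmarks – unlabelled core106 and no-GST-core106 wells · Read-out basis – percent inhibition of core106 dimerization signal · Detection – time-resolved FRET, ex 340 nm, em 617 and 671 nm · Schedule – 4 h at 22.5 °C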
proCasp3 act = activators of human procaspase-3 | P42574 | recombinant procaspase-3 D3A, Ac-DEVD-pNA absorbance 405 nm | activation, % at 8.5 µM | 0.11% of 330,000 active | AID 463141;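 active means activation above the mean of all tested compounds plus 3 SD, cut at about 21% in these data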;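 further: 0% = DMSO alone and 100% = DMSO wells spiked with extra 5 µM PC-3 D3A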
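Assay system: Procaspase-3 D3A mutant, all three cleavage aspartates alanine. Buffer or medium: Zinc-free HEPES saline buffer with Triton X-100. Times: 1 h compound preincubation, 2 h substrate hydrolysis at 25 °C. Measured by: 405 nm absorbance of p-nitroaniline, reads at 0 and 120 min. Read-out basis: percent activation relative to control range. Replicates: singlicate.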
PP5 inh = inhibitors of human protein phosphatase 5 (PP5) | P53041 | inhibition, % at 6.7 µM | purified PP5c, OMFP substrate fluorescence | AID 1987 | 0.18% of 320,000 active;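 active means inhibition above the campaign's mean inhibition across all tested compounds plus 3 SD, cut at about 9.5% in these data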;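 further: 0% = DMSO only and 100% = 100 µM cantharidin control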
CTSL1 counter = counter-screen for PFM18AAP inhibitors: inhibitors of F. hepatica cathepsin L1; recombinant F. hepatica cathepsin L1, Z-Leu-Arg-MCA fluorescence; 0.49% of 300,000 active; AID 1906; inhibition, % at 5.96 µM;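 active means inhibition above the mean of all tested compounds plus 3 SD, set per screening campaign, cut at about 17% in these data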;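 further: 0% = plate median of test compound wells and 100% = 1 µM Z-Phe-Ala-diazomethylketone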
PP1 counter = counter-screen for PP5 inhibitors: inhibitors of human PP1-alpha | P62136 | 0.9% of 320,000 active | AID 2235 | purified PP1alpha, OMFP fluorescence | inhibition, % at 6.7 µM;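 active means inhibition above the mean inhibition of all tested compounds plus 3 SD, computed separately for each screening campaign, cut at about 15% in these data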
Target sequence (P62136 whole entry, looked up): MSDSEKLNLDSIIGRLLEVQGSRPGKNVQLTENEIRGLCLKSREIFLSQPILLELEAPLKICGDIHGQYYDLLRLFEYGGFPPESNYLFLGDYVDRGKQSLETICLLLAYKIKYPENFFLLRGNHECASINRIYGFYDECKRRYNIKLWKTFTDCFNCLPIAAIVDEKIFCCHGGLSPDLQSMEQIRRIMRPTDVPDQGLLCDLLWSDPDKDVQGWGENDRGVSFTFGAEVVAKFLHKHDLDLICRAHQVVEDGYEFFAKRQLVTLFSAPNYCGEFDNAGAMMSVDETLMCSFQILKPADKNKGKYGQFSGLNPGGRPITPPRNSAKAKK
TPT1 inhibitor = C. albicans TPT1 enzyme inhibition; AID 1962; 0.81% of 300,000 active; recombinant caTPT1, FP RNA substrate dephosphorylation; inhibition, % at 5 µM;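 active means inhibition above the mean of all tested compounds plus 3 SD, set per screening campaign, cut at about 24% in these data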;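 further: plate controls were DMSO alone for no effect and ferristatin control at 100 nM for full effect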
GASC-1 inh = human JMJD2C demethylase inhibition; 0.069% of 330,000 active; GST-JMJD2C(1-420) H3K9me3 demethylation, DELFIA europium; inhibition, % at 2.35 µM; Q9H3R0;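 active means more than half of a compound's replicate wells show inhibition beyond 50%, single wells judged on their own value; inconclusive means some, but no more than half, of replicates pass 50% inhibition; inactive means no replicate passes 50% inhibition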;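 further: signal counts dimethyl H3K9 product captured on neutravidin plate; 0% = median of DMSO wells and 100% = 0.3 times that DMSO median; strong numbers were not always called active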
Target sequence (Q9H3R0 1-420 limits assumed): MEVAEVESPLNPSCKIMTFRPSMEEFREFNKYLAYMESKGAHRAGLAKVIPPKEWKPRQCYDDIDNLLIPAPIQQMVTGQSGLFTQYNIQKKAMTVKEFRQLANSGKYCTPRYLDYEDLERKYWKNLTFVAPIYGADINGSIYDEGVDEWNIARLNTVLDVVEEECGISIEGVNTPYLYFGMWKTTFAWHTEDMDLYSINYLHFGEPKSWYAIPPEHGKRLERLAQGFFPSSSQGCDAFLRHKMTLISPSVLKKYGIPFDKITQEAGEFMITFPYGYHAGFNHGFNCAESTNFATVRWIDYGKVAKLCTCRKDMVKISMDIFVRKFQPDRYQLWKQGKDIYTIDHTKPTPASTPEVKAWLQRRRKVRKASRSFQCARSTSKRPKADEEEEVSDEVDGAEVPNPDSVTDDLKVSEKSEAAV
Efflux pump mplx = antifungal efflux pump inhibition, Nile Red retention; S. cerevisiae Candida pump triplex; inhibition, % at 10 µM; 0.44% of 330,000 active; AID 485275;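 active means plate passing quality check with inhibition over a set limit, or well fluorescence over plate mean plus 4 SD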;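 further: Nile Red retained in pooled yeast measured as flow cytometry median fluorescence; 0% = buffer negative control and 100% = Enniatin B positive control; higher means more Nile Red kept so more efflux inhibition; some compounds called inactive have numbers as strong as hits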
procasp7 counter = counter-screen: procaspase-7 (human) activation; recombinant procaspase-7, Ac-DEVD-pNA absorbance 405 nm; D23A/D198A/D206A triple mutant, cannot self-cleave; scale: DMSO 0, 5 µM enzyme 100; activation, % at 8.5 µM; 0.093% of 330,000 active;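 active means percent activation above the screen-wide mean plus 3 SD, cut at about 25% in these data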
Target sequence (P55210 whole entry D23A/D198A/D206A): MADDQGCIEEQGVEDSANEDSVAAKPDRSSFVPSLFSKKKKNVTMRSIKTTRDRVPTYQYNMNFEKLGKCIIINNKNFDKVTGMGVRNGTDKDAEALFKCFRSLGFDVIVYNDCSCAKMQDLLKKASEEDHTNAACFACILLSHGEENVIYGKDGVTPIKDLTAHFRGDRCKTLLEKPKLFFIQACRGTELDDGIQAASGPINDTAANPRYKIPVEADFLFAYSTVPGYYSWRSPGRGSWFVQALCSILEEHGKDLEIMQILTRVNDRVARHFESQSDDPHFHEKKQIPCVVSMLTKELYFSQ
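buffer or medium = Zinc-free HEPES/NaCl buffer, pH 7.4 | material = Procaspase-7 triple mutant (PC-7 D3A) | input = 2 µM procaspase-7 mutant as dispensed | signal = Epi-absorbance of released pNA at 405 nm, two timepoints | timing = 1 h preincubation, 2 h reaction | replicates = singlicate compound testing | evaluation = % activation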
* hit, by the source's call; i = inactive; ? = inconclusive; nt = no result given; & = joins results of further samples.

The line under a structure holds: HCV core dimer | proCasp3 act | PP5 inh | CTSL1 counter | PP1 counter | TPT1 inhibitor | GASC-1 inh | Efflux pump mplx | procasp7 counter
- COCCN1Cc2cccc(C(=O)NC(C)c3cccs3)c2C1=O (stereo unspecified)
 : 2 | -3 | 3.4 | -3 | 0 | -1 | -6 | 0.0 | 15
- CC1CCC(N2CCN(S(C)(=O)=O)CC2)CC1 (stereo unspecified)
 : 1 | -1 | -0.2 | 0 | -1 | -1 | -9 | -0.1 | -4
- CC(C)c1onc(C(=O)N2CCN(c3ccc(F)cc3)CC2)c1[N+](=O)[O-]
 : 3 | 2 | 2.8 | 4 | -2 | -1 | ? | 0.0 | 1
- CCN(c1ccccc1)S(=O)(=O)c1cc(NC(=O)CSc2n[nH]c(=O)[nH]c2=O)ccc1Cl
 : 13 | -3 | 1.3 | 7 | 0 | 0 | 5 | -0.1 | 0
- COc1ccc(NC(=O)CN(c2ccc(C)cc2)S(=O)(=O)c2c(C)nn(C)c2C)cc1
 : -4 | 0 | -0.7 | 1 | 0 | 1 | -5 | -0.1 | 8
- CCn1c(=NC(=O)c2cccc(N3C(=O)CCC3=O)c2)sc2c(C)ccc(OC)c21
 : 14 | -2 | 5.0 | -1 | 2 | 1 | 6 | 0.1 | 8
- Cc1ccc(-c2csc(-c3c[nH]c4ccccc34)n2)c(C)c1
 : 11 | 2 | 4.5 | 3 | -1 | -5 | -5 | 0.0 | 9
- CC(C)Cc1nnc(NC(=O)CN2C(=O)C3CCCCC3C2=O)s1 (stereo unspecified)
 : -3 | 1 | -0.6 | -1 | -7 | -4 | i | 0.0 | 4
- CCCN1Cc2cccc(C(=O)NC3CCCC3)c2C1=O
 : -2 | -7 | -1.4 | -2 | -8 | 3 | 13 | 0.3 | 1
- Cc1csc(NC(=O)c2cc(C)nc3ccccc23)n1
 : -1 | 8 | -3.1 | -1 | -5 | 7 | 2 | 0.2 | 6
- COC(c1ccc(Cl)cc1)(c1ccc(Cl)cc1)C(Oc1nccc(C)n1)C(=O)O (stereo unspecified)
 : 17 | -5 | 0.1 | -1 | 3 | 2 | -5 | 0.0 | 1
- Clc1cccc(CN2CCCCCCC2)c1Cl
 : -7 | 4 | -0.4 | -5 | -3 | -1 | 6 | -0.2 | 17
- COc1ccc(OC)c2[nH]c(=O)c(CCNC(C)=O)cc12
 : -2 | 8 | 1.7 | 3 | 2 | -2 | 17 | -0.1 | 6
- CCN(CC)CCN(C(=O)/C=C/c1cccs1)c1nc2ccc(Cl)cc2s1
 : -7 | 2 | 2.8 | 2 | 2 | 0 | 12 | 0.0 | -16
- CCS(=O)(=O)c1ccc2oc(SCC(=O)c3c(N)n(C4CC4)c(=O)[nH]c3=O)nc2c1
 : nt | 6 | 2.2 | nt | 1 | nt | 8 | -0.1 | 6

New compounds follow
The line under a structure holds: HCV core dimer | proCasp3 act | PP5 inh | CTSL1 counter | PP1 counter | TPT1 inhibitor | GASC-1 inh | Efflux pump mplx | procasp7 counter
- Cc1cc(C)n(CCCNC(=O)CN(C)S(=O)(=O)c2ccc(Cl)cc2)n1
 : 0 | -5 | -1.4 | 5 | -2 | 0 | 5 | 0.2 | 1
- COc1ccc(C)cc1NC(=O)C(OC(=O)CNC(=O)c1ccc(Br)cc1)c1ccccc1 (stereo unspecified)
 : 11 | -2 | 6.0 | 18* | 3 | 0 | 17 | 0.2 | 11
- Cc1cc(=O)n2[nH]c(-c3ccccc3)cc2n1
 : -9 | 2 | -1.5 | 0 | 3 | -6 | 5 | 0.0 | 10
- CCC(=O)N1CCN(c2cc3c(cc2F)c(=O)c(C(=O)O)cn3CC)CC1
 : 1 | -2 | -0.5 | -3 | 1 | -2 | 5 | 0.1 | 3
- O=C(Nc1ccccc1)c1ccc(N2CCN(c3ccccc3)CC2)c(S(=O)(=O)N2CCOCC2)c1
 : 23 | 4 | 4.2 | -1 | 4 | -3 | 7 | 0.0 | 9
- CCOc1cc(-c2cn(S(=O)(=O)c3cccc4nsnc34)nc2N)cc(OCC)c1OCC
 : 9 | 7 | 3.9 | -3 | 4 | 2 | -2 | 0.0 | 1
- N#Cc1ccc(C(=O)Nc2nc(SCc3ccc(Cl)cc3)n[nH]2)cc1
 : 13 | 7 | -0.1 | -1 | 7 | 3 | -15 | 0.0 | 8
- Cc1ccc2c(cnn2C(=O)CCC(=O)N2CCCCC2)c1
 : -4 | 1 | 2.0 | -4 | -3 | -3 | -12 | 0.1 | 6
- COC(=O)C1=C(C)NC2=C(C(=O)CCC2)C1c1cn(Cc2ccc(Cl)cc2Cl)nc1-c1ccccc1 (stereo unspecified)
 : 3 | 1 | 2.8 | 5 | 5 | -1 | 1 | -0.2 | 3
- CC(=O)Nc1ccc(S(=O)(=O)N2CCN(S(=O)(=O)N3CCOCC3)CC2)cc1
 : -4 | -14 | -6.0 | -7 | -9 | -2 | 7 | 0.0 | -5
- Cc1ccccc1NC(=S)N1CCN(c2ccccc2C)CC1
 : -1 | 8 | 4.7 | -2 | -4 | 4 | -9 | 0.6 | 11
- Cc1oc2ccccc2c1CC(=O)NCCCN(C)C
 : -2 | 1 | 2.8 | -2 | -5 | 3 | -26 | 0.1 | 5
- CCN1CCc2c(sc(NC(=O)c3ccc(S(=O)(=O)N(C)CC4CCCO4)cc3)c2C(N)=O)C1 (stereo unspecified)
 : 3 | -2 | 1.6 | -7 | -3 | 9 | -16 | -0.3 | 2
- COc1cccc(CNC(=O)C2CCN(S(=O)(=O)N3CC(C)CC(C)C3)CC2)c1 (stereo unspecified)
 : -1 | 10 | 5.7 | 3 | 2 | 1 | 1 | -0.2 | 0
- Cc1cc2oc(=O)cc(CN3CCCCC3C)c2cc1C (stereo unspecified)
 : 13 | -3 | -7.4 | 10 | -3 | 6 | -2 | -0.1 | -1

The results go on:
The line under a structure holds: HCV core dimer | proCasp3 act | PP5 inh | CTSL1 counter | PP1 counter | TPT1 inhibitor | GASC-1 inh | Efflux pump mplx | procasp7 counter
- CCCn1cc(C(=O)N(C)C2CCCN(Cc3ccccc3F)C2)c(C)n1 (stereo unspecified)
 : -4 | 7 | 0.0 | -2 | -3 | -1 | 11 | -0.1 | -1
- Cc1cccc(C(=O)c2c(N)sc3c2CCC(C)C3)c1 (stereo unspecified)
 : 43 | 0 | 2.9 | -2 | -1 | 8 | -10 | -0.5 | 7
- CCOC(=O)C1CC(C)=C(C)CC1C(=O)O (stereo unspecified)
 : 2 | 5 | -0.3 | -3 | 0 | 2 | 0 | 0.3 | -2
- Cc1c(C(=O)N/N=C/c2cccs2)nnn1-c1nonc1N
 : 7 | 9 | 1.1 | 2 | -4 | 4 | 4 | -0.1 | 1
- CCOC(=O)c1cnn(Cc2cccc(Cl)c2)c1C
 : 4 | 0 | 3.2 | 3 | 3 | -1 | -2 | 0.0 | 17
- CC(=O)c1cccc(NC(=O)CSc2nnc(-c3ccc(S(=O)(=O)N4CCCC4)cc3)o2)c1
 : 16 | 10 | -0.1 | -2 | -2 | -5 | -9&7 | 0.0 | 7
- C=CCn1c(SC(CCO)C(=O)NCc2ccco2)nc2sc3c(c2c1=O)CCC3 (stereo unspecified)
 : 0 | -11 | 0.7 | 2 | 0 | -1 | -32 | -0.1 | 7
- COC(=O)CS(=O)(=O)c1cc(Br)cc2c1N(C(C)=O)CC2
 : 1 | 3 | -1.4 | -3 | -1 | -2 | 6 | -0.1 | 3
- c1ccc(SCc2nc(-c3ccncc3)no2)cc1
 : 6 | 9 | 0.9 | -1 | 1 | -2 | -1 | 0.0 | 11
- O=C(c1c(Cl)nc2sccn12)N1CCN(c2cccc(Cl)c2)CC1
 : 0 | 4 | 1.1 | -2 | -2 | -2 | 12 | 0.1 | 0
- Cc1ccc(C(=O)OCc2cc(=O)n3ccsc3n2)s1
 : nt | 10 | nt | nt | nt | nt | 9 | -0.1 | 16
- COc1cc(OC)cc(C(=O)N[C@H](C(=O)OCC(=O)c2c[nH]c3ccccc23)C(C)C)c1
 : nt | 6 | nt | nt | nt | nt | -10 | 0.1 | 11
- CN1C(=O)SC(Nc2ccccc2C(=O)O)C1=O (stereo unspecified)
 : -3 | -4 | -0.2 | 1 | -3 | -1 | -27 | 0.1 | 2
- COc1ccccc1CCNC(=O)/C(=C/c1cccnc1)NC(=O)c1ccccc1
 : 3 | -18 | 3.7 | 7 | -3 | -1 | 0 | -0.2 | -12
- O=C1CCC(C(=O)OCc2cc(=O)oc3ccc4ccccc4c23)=NN1
 : 0 | 1 | 2.6 | -11 | 3 | -1 | 27 | -0.1 | -7

The list goes on:
The line under a structure holds: HCV core dimer | proCasp3 act | PP5 inh | CTSL1 counter | PP1 counter | TPT1 inhibitor | GASC-1 inh | Efflux pump mplx | procasp7 counter
- CCN(CC(=O)Nc1c(F)cccc1F)C(=O)Cc1n[nH]c(=O)c2ccccc12
 : 2 | 0 | -1.3 | -2 | -1 | -2 | 6 | -0.1 | 5
- CNC(=O)CSc1nnc(SCCC(=O)O)s1
 : -5 | 1 | 0.1 | 1 | -2 | -1 | 13 | 0.0 | -3
- O=C(N/N=C\c1ccc([N+](=O)[O-])o1)C1COc2ccccc2O1 (stereo unspecified)
 : -7 | -6 | -0.1 | 7 | 0 | -3 | 18 | -0.1 | -14
- Cc1cccc(OCC(=O)Nc2nnn(C)n2)c1C
 : 9 | 0 | 0.6 | -4 | -4 | -6 | 0 | -0.1 | 2
- Cc1cccc(CS(=O)(=O)c2ncc(Cl)c(C(=O)Nc3ccc(F)cc3)n2)c1
 : 0 | -6 | 2.2 | 0 | 2 | 1 | -29 | -0.4 | -4
- Cc1cccn2c(=O)c3cc(C(=O)NCc4ccco4)c(=N)n(C(C)C)c3nc12
 : 1 | -21 | 2.5 | 5 | 2 | -3 | 8 | -0.3 | -27
- CCOc1ccc(N2C(=O)C3ON(c4ccccc4)C(c4cccs4)C3C2=O)cc1 (stereo unspecified)
 : 15 | 0 | 2.1 | 3 | 0 | 0 | 4 | 0.1 | 3
- Cc1ccc2c(c1)CCCN2CC(=O)N(C)c1c(N)n(Cc2ccccc2)c(=O)[nH]c1=O
 : nt | 0 | 1.1 | nt | -1 | nt | 4 | 0.2 | 4
- c1ccc(-c2nc3ccccc3c3nc4ccccc4n23)cc1
 : 1 | -3 | 3.1 | 2 | 0 | 1 | 4 | 0.2 | 9
- COc1ccc(C(=O)CSc2ccc(-c3ccco3)nn2)cc1
 : 19 | 2 | -1.9 | 3 | -1 | -2 | -20 | -0.1 | 2
- O=C(Nc1ccc(Oc2ccc(Cl)cc2)c(Cl)c1)c1cc(I)cc(I)c1O
 : 21 | 3 | -2.0 | 7 | -1 | 0 | 11 | 0.1 | 6
- CN(C)C=NC(=O)c1ccc(N2CCN(c3ncc(C(F)(F)F)cc3Cl)CC2)cc1
 : 11 | 8 | 0.5 | 4 | -3 | -3 | -4 | 0.0 | 9

Assay outcomes (PubChem)
